A-T KAP1 phos: potential ataxia-telangiectasia treatment; […] A-T fibroblasts, KAP-1 phosphorylation AlphaLISA; neocarzinostatin DNA damage 30 min before lysis; Potency, µM (series often up to 57.5 µM), for the others: top-dose activation, most hits filed as activators; actives 0.19% (n = 320,000); note: potency is the fitted concentration of half-maximal effect; % of control where 0% means no effect; nearly all actives have a fitted effect of over 45% in size
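ATM-like activity read as KAP-1 phosphorylation via AlphaLISA donor/acceptor antibody pairs after lysis and 6 hr at 25C. Cells were ATM-null patient fibroblasts ([…], hTERT), dosed 60 min, then exposed to the DSB inducer NCS for 30 min.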
TRPV1 agonist: agonists of human vanilloid receptor 1 (TRPV1); Q8NER1; TRPV1-expressing cells, Fluo-8 calcium influx, agonist mode; activation, % at 8.33 µM; actives 0.19% (n = 320,000); AID 540275; in the data active = activation above about 80%; inconclusive = between about 30% and that limit; note: 0% is about no effect
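Cells expressing TRPV1 were dye-loaded with Fluo-8 and read kinetically: 10 s baseline, 3 min after compound (agonist portion), then 2 min after EC20 capsaicin (allosteric enhancer portion). Calcium-bound dye fluorescence at 480/520 nm.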
KCNH2 3.1 block: KCNH2 3.1 (human) potassium channel inhibition; U2OS KCNH2 3.1, thallium flux FluxOr; stronger effect = lower value; activity change, % (tested at about 1.8 µM); actives 0.95% (n = 340,000); AID 720553;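 active = maximum activity change below -70%; inconclusive = maximum activity change from -70% to -50%; inactive = maximum activity change above -50%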;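 note: thallium influx rate constant from kinetic fluorescence after stimulation buffer; % is set by controls: 0 for no effect and ±100 for the full control effect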
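Channel expression came from 3.1 mutant virus (1.77 x 10^8 /mL) applied to suspended U2OS cells for 4 h. Flux was tracked with FluxOr dye plus Red40 quencher, and kinetic rate constants normalized to controls.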
MLL CXXC-DNA inh: inhibitors of human MLL CXXC domain-DNA interaction | Q03164 | MLL-CXXC / FITC-HOXA9 DNA fluorescence polarization | Potency, µM (doses to about 115 µM), without a hit: top-dose activity change, negative = inhibition, most hits filed as inhibitors | actives 0.037% (n = 290,000) | AID 2662; active = well fitted inhibition curve with a large enough effect in the polarisation, with a control signal flat, not every such curve was filed as active; inconclusive = small, poorly fitted or top-dose-only effect, or effect the other way, or a change in a side signal; inactive = no such curve, though single readings can be large or run the other way; the % refers to the polarisation; note: potency is the fitted concentration of half-maximal effect
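Steps: dispense CXXC domain solution (7 uM) → pin compounds or unlabeled HOX-A9 DNA control → 5 min ambient → add FLSN-HOX-A9 solution (50 nM) → spin → 30 min ambient → fluorescence polarization. Tris pH 7.5/NaCl/DTT/BSA buffer.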
S-ASM inh: inhibitors of human secretory acid sphingomyelinase; placental ASM, HMU-PC fluorogenic substrate, 60 min; Potency, µM (doses to about 57.5 µM), inactives show top-dose activity change, negative = inhibition, usual class: inhibitors; actives 0.006% (n = 340,000); note: potency is the fitted concentration of half-maximal effect
Target sequence (P17405 47-631 limits assumed): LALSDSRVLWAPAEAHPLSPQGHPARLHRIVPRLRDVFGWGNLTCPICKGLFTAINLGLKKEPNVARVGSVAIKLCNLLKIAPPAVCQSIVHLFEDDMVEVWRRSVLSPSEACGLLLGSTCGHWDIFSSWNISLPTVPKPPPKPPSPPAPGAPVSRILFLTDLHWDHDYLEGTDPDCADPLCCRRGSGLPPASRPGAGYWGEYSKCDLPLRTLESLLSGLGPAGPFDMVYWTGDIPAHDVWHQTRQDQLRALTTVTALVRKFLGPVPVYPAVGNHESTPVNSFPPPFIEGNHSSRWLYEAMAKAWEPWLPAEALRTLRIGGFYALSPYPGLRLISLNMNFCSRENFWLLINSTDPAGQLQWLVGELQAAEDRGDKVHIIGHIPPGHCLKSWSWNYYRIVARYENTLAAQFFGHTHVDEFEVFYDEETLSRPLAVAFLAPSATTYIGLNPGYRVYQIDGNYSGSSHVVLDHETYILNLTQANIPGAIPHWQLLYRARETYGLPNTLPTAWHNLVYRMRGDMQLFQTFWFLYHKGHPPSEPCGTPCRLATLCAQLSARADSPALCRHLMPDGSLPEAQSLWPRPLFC
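Human placenta-derived ASM enzyme was preincubated with compound for 10 minutes at room temperature, then given fluorogenic substrate HMU-PC0 (9 uM final) for 60 minutes at 37 °C; a pH 10 stop preceded fluorescence reading at Ex 386/Em 447 nm.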
KCNH2 WT inh: blocks the wildtype human KCNH2 potassium channel | AID 720551 | activity change, % at 1.84 µM | U2OS, BacMam KCNH2, thallium flux FluxOr; stronger effect = lower value | Q12809 | actives 0.37% (n = 340,000);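 active = maximum activity change below -70%; inconclusive = maximum activity change between -70% and -50%; inactive = maximum activity change above -50%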; note: % is set by controls: 0 for no effect and ±100 for the full control effect
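U2OS cells transduced with wild-type KCNH2 virus are loaded with FluxOr dye for 45 min, and thallium flux is measured in kinetic reads before and after stimulation buffer. Rate constants are normalized to DMSO controls.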
Coupling enz: counter-screen for Giardia aldolase inhibitors: coupling enzyme system. actives 0.67% (n = 290,000). AID 2472. coupling enzyme system counterscreen, AmpLite Red fluorescence. activity change, negative = inhibition, % at 58.2 µM, hits read low; in the data active = activity change below about -30%; note: % is set by controls: 0 for no effect and ±100 for the full control effect
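Final compound at 57.5 uM, incubated 10 min at RT with coupling enzyme reagent (glyceraldehyde-3-phosphate), then 20 min with substrate and AmpLite Red detection. Fluorescence read at 525/598 nm; tests interference with the coupling assay, not aldolase inhibition.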
GALK inhibitor: inhibitors of human galactokinase. Purified GALK, Kinase-Glo residual ATP luminescence. Potency, µM (doses to about 57.5 µM), for the others: at the highest dose activity change, negative = inhibition, usual class: inhibitors. actives 0.007% (n = 270,000); note: potency is the fitted concentration of half-maximal effect; % is set by controls: 0 for no effect and ±100 for the full control effect
Target sequence (P51570 whole entry, looked up): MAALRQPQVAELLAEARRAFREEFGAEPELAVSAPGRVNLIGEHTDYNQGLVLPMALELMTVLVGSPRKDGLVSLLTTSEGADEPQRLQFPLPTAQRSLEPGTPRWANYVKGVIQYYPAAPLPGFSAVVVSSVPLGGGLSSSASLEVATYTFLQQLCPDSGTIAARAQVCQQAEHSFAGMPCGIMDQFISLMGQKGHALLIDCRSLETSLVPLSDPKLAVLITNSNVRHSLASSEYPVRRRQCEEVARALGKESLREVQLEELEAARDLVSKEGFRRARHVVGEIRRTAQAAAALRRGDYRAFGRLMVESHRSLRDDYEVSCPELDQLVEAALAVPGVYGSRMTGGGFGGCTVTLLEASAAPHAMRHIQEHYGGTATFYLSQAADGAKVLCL
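The enzyme phosphorylates galactose (100 uM) using ATP (35 uM); inhibition is detected as higher residual ATP, quantified by bioluminescence after 1 h reaction at room temperature, pH 8.0.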
Integrin act MD: activators of alpha7 integrin expression for muscular dystrophy. alpha7betagal myoblasts, beta-gal FDG fluorescence, 48 h. Potency, µM (series often up to 38.3 µM), inactives show top-dose activation, usual class: activators. actives 0.064% (n = 350,000). AID 624291;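 note: potency is the fitted concentration of half-maximal effect; 100% = response of the positive control SU9516; nearly all actives have a fitted effect of over 60% in size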
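alpha7betagal+/- myoblasts (passage 13, 250/well) treated 48 h at 37C with compounds at 1:260 dilution of DMSO stock. Lysed, then beta-galactosidase activity read as FDG fluorescence (ex 480/em 540) after 30 min, with pre-read for autofluorescence.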
MBNL1-CUG inh: MBNL1-poly(CUG) RNA binding inhibition. Potency, µM (top dose mostly 57.5 µM), without a hit: at the highest dose activity change, negative = inhibition, hits mostly inhibitors. Q9NR56. TR-FRET MBNL1-His/biotin-(CUG)12 binding, 665/545 ratio. AID 2675. actives 0.036% (n = 280,000); active = well fitted inhibition curve with a large enough effect in the signal ratio, with a control signal flat, not every such curve was filed as active; inconclusive = small, poorly fitted or top-dose-only effect, or effect the other way, or a change in a side signal; inactive = no such curve, though single readings can be large or run the other way; the % refers to the signal ratio; note: potency is the fitted concentration of half-maximal effect; % is set by controls: 0 for no effect and ±100 for the full control effect
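His-tagged MBNL1 binding to biotinylated (CUG)12 RNA was measured by TR-FRET using terbium anti-His antibody (0.055 ng/ul final) and streptavidin-XL665 (5 nM final). Compounds were titrated 92 nM to 58 uM; 60 min at room temperature.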
* hit, by the source's call; ? = inconclusive; . = not tested or not shown; & = joins results of further samples; [ ] = remark or other dose. Unless noted, calls come from the whole dose curve; as a rule, active = well fitted curve in the direction sought with a large enough effect; inconclusive = small, poorly fitted or top-dose-only effect, or another doubt; inactive = no such curve, though single readings can be large; an effect the other way counts as inactive or inconclusive.

1	COC(=O)c1ccc(C23CC4(C2)[C@H](CN(C)[C@@H]4c2ccccc2)C3c2ccc(Cl)nc2)cc1 (stereo partly drawn)
2	COc1ccc(C(=O)NCC(=O)OCC(=O)Nc2cc([N+](=O)[O-])ccc2F)cc1
3	CCC(C)[C@H](NC(=O)Nc1ccc(C(C)=O)cc1)C(=O)OC (stereo partly drawn)
4	c1csc(-c2nc3c4ccccc4c4ccccc4c3[nH]2)c1
5	CS(=O)(=O)c1ccc2nc(NC(=O)c3ccc(=O)[nH]c3)sc2c1
6	O=Cc1cnc(N2CCOCC2)nc1
7	COc1ccc(S(=O)(=O)Nc2ccc(S(=O)(=O)N3CCOCC3)cc2)cc1C
8	COc1ccc(NC(=O)C(c2ccccc2)c2ccccc2)c(OC)c1

screen / no. | 1 | 2 | 3 | 4 | 5 | 6 | 7 | 8
A-T KAP1 phos | -3% | -4% | 3% | 5% | 0% | 0% | 0% | .
TRPV1 agonist | 0 | 0 | 5 | 10 | -2 | 6 | 3 | .
KCNH2 3.1 block | ? | -3 | 9 | 14 | -14 | -12 | 0 | -2
MLL CXXC-DNA inh | 10% | 10% | 1% | 26% | -7% | -4% | -2% | .
S-ASM inh | 60%[activator] | 0% | -2% | 286%[activator] | 24% | 8% | 1% | 0%
KCNH2 WT inh | -3 | 9 | -7 | -3 | 0 | 7 | 3 | 1
Coupling enz | -6&2 | 2 | 1 | -9 | 1 | -2 | 4 | .
GALK inhibitor | -1% | -1% | 3% | 1% | 0% | -1% | -5% | .
Integrin act MD | 2% | -38% | 15% | 18% | 15% | 7% | -10% | -21%
MBNL1-CUG inh | -3% | ? | 8% | 18% | 5% | -5% | 7% | .

9	CN1CCN(Cc2nc3ccccc3c(=O)n2CC#N)CC1
10	CCOc1cc2c(cc1C=O)OC(C)C2 (stereo not drawn)
11	CC1CC(C)CN(S(=O)(=O)c2ccc(C(=O)NN3CCOCC3)cc2)C1 (stereo not drawn)
12	COc1ccc(OC)c(NC(=O)c2cccc(C)c2[N+](=O)[O-])c1
13	CC(C)N1CCN(Cc2cc(F)ccc2-n2cccn2)CC1CCO (stereo not drawn)
14	CC(C)Cc1cc(CN2CCC(CO)(Cc3ccccc3)CC2)[nH]n1
15	CCCCC1=CC2=CC(=O)C(C)(OC(=O)CC)C(=O)C2=CN1c1cccc(C#N)c1 (stereo not drawn)
16	Cc1ccc(NC(=O)Nc2ccc3oc(C)nc3c2)cc1

screen / no. | 9 | 10 | 11 | 12 | 13 | 14 | 15 | 16
A-T KAP1 phos | -1% | -2% | -11% | 0% | -3% | ? | . | 16%
TRPV1 agonist | -1 | 6 | -3 | 0 | -2 | 11 | . | -8
KCNH2 3.1 block | 3 | -4 | -15 | 9 | -2 | ? | 7 | 8
MLL CXXC-DNA inh | 5% | 2% | 26% | 2% | 4% | 4% | . | -5%
S-ASM inh | 5% | 25% | 5% | -2% | 3% | -2% | 17% | 3%
KCNH2 WT inh | . | -2 | . | 6 | -1 | -11 | -12 | -1
Coupling enz | 1 | 0 | 6 | 0 | 2 | -9 | 2 | -8
GALK inhibitor | 9% | 1% | -1% | 4% | 6% | -2% | . | 0%
Integrin act MD | -15% | ? | -43% | 7% | -5% | 0% | 27% | 3%
MBNL1-CUG inh | -9% | . | -4% | 10% | -10% | 6% | . | -24%

17	Cc1nc2sc(C(c3cccs3)N3CCOCC3)c(O)n2n1 (stereo not drawn)
18	CCC(C)c1c(O)nc(SCc2ccccc2)[nH]c1=O (stereo not drawn)
19	O=C(CCNc1cccc(F)c1)c1cc2ccccc2o1
20	Cc1c(CN2CCC(CO)(Cc3cccc(C(F)(F)F)c3)CC2)c2ccccc2n1C
21	O=C1CCCc2nc(N3CCN(c4ccccc4)CC3)ncc21
22	CCOC(=O)c1[nH]c(C)c(C(=O)OCC(=O)N2CC(=O)Nc3ccccc32)c1C
23	C/C(=N\N=C1\NC(=O)C(CC(=O)Nc2ccc(C)c(Cl)c2)S1)C(C)C (stereo not drawn)
24	CN(C)c1ccc(/C=N/NC(=O)c2ccccc2)cc1

screen / no. | 17 | 18 | 19 | 20 | 21 | 22 | 23 | 24
A-T KAP1 phos | 1% | . | 8% | 5% | -17% | 1% | -13% | 1%
TRPV1 agonist | -1 | 2 | ? | -7 | 2 | 0 | -9 | 19
KCNH2 3.1 block | -4 | 0 | -1 | -10 | 6 | 7 | 2 | .
MLL CXXC-DNA inh | 2% | -9% | 22% | 4% | 3% | 4% | -5% | 47%[activator]
S-ASM inh | 2% | -1% | -2% | ? | 0% | 3% | -20% | 23%
KCNH2 WT inh | 14 | 8 | 0 | 13 | -4 | 1 | -6 | -16
Coupling enz | 2 | -3 | -6 | -7 | 2 | 0 | 0 | 1
GALK inhibitor | 0% | -2% | 0% | 1% | 8% | -5% | 3% | 11%
Integrin act MD | 1% | 17% | -10% | -45%[inhibitor] | 1% | -1% | -7% | 0%
MBNL1-CUG inh | 17% | 2% | . | 1% | 3% | -5% | 1% | 12%

The list goes on, starting with the last 2 of the part before.
23	C/C(=N\N=C1\NC(=O)C(CC(=O)Nc2ccc(C)c(Cl)c2)S1)C(C)C (stereo not drawn)
24	CN(C)c1ccc(/C=N/NC(=O)c2ccccc2)cc1
25	COc1ccc(C(=O)CC(=O)C(=O)Nc2cccc(C(C)=O)c2)cc1
26	C=CCSc1nc(C)c(CC(=C)C)c(=O)[nH]1
27	Cc1ccc2nc(NC(=O)CSc3nc(=O)n(CCN(C)C)c4c3CCCC4)sc2c1
28	COc1ccc(OC)c(N2C(=O)c3cccnc3C2=O)c1
29	Cc1nc2cc3c(cc2c(C)c1C(=O)OC(C)C)OCO3
30	COC(=O)c1sc(NC(=O)C(C)C)c(C(=O)OC)c1C
31	O=C(CSc1nnc(-c2ccncc2)o1)c1cccc([N+](=O)[O-])c1
32	Cc1ccc(OCC(=O)O)c(-n2nc3ccccc3n2)c1

screen / no. | 23 | 24 | 25 | 26 | 27 | 28 | 29 | 30 | 31 | 32
A-T KAP1 phos | -13% | 1% | 2% | 6% | -4% | 4% | 7% | 11% | -4% | 0%
TRPV1 agonist | -9 | 19 | -2 | 0 | 13 | 0 | ? | 12 | -1 | -2
KCNH2 3.1 block | 2 | . | -8 | 3 | -3 | -19 | 15 | -4 | -35 | 5
MLL CXXC-DNA inh | -5% | 47%[activator] | -8% | 1% | . | -2% | 0% | -1% | -2% | -6%
S-ASM inh | -20% | 23% | -3% | 1% | . | 2% | 12% | -2% | 0% | 3%
KCNH2 WT inh | -6 | -16 | 2 | -4 | -2 | -4 | 2 | -4 | -4 | 0
Coupling enz | 0 | 1 | 0 | -5 | . | 0 | -1 | -1 | 0 | 9
GALK inhibitor | 3% | 11% | -7% | -1% | . | 0% | 0% | 0% | 0% | 4%
Integrin act MD | -7% | 0% | -18% | -13% | 4% | 7% | -17% | 5% | -25% | 12%
MBNL1-CUG inh | 1% | 12% | 0% | ? | . | 27% | . | -12% | ? | 6%

33	Cc1noc(C)c1S(=O)(=O)Nc1ccccc1OC(F)(F)F
34	Cc1c(=O)n(OCc2ccccc2F)c2ccccc2[n+]1[O-]
35	Cc1ccc(C(=O)NCC(=O)OCC(=O)NC2CCS(=O)(=O)C2)cc1C (stereo not drawn)
36	CC(=O)Nc1ccc2c3c(cccc13)CC2
37	O=C(COc1cc2oc(=O)c3c(c2cc1Cl)CCCC3)N1C[C@H]2C[C@@H](C1)c1cccc(=O)n1C2

screen / no. | 33 | 34 | 35 | 36 | 37
A-T KAP1 phos | 3% | -1% | 8% | . | 7%
TRPV1 agonist | 3 | -4 | 0 | . | 2
KCNH2 3.1 block | -5 | 6 | -18 | -2 | -20
MLL CXXC-DNA inh | -5% | 25% | ? | . | 4%
S-ASM inh | 4% | 3% | 2% | 6% | 203%[activator]
KCNH2 WT inh | -26 | -26 | -10 | -2 | 2
Coupling enz | 3 | 0 | 2 | . | -6
GALK inhibitor | 1% | -1% | -4% | . | .
Integrin act MD | 18% | 10% | 4% | 17% | 11%
MBNL1-CUG inh | . | ? | -2% | . | 4%

Rewritten with two lines to a compound: two of the compounds above
Values run as follows: A-T KAP1 phos, TRPV1 agonist, KCNH2 3.1 block, MLL CXXC-DNA inh, S-ASM inh, KCNH2 WT inh, Coupling enz, GALK inhibitor, Integrin act MD, MBNL1-CUG inh
35) Cc1ccc(C(=O)NCC(=O)OCC(=O)NC2CCS(=O)(=O)C2)cc1C (stereo not drawn)
  8%, 0, -18, ?, 2%, -10, 2, -4%, 4%, -2%
33) Cc1noc(C)c1S(=O)(=O)Nc1ccccc1OC(F)(F)F
  3%, 3, -5, -5%, 4%, -26, 3, 1%, 18%, .

Assay outcomes: PubChem, National Center for Advancing Translational Sciences (NCATS)
